Bioassay records deposited in PubChem BioAssay by National Center for Advancing Translational Sciences (NCATS).
D1 antagonist – blocks dopamine activation of the human D1 receptor | P21728 | HEK293 TREx D1 cells, calcium flux, dopamine EC80; hits give low values | activity change, negative = inhibition, % at 10 µM | 360,000 tested, 3.2% active | AID 504652; in the data active means activity change below about -30%; further: on the % scale 0 is the no-effect control and ±100 the full control effect
Target sequence (P21728 whole entry, looked up): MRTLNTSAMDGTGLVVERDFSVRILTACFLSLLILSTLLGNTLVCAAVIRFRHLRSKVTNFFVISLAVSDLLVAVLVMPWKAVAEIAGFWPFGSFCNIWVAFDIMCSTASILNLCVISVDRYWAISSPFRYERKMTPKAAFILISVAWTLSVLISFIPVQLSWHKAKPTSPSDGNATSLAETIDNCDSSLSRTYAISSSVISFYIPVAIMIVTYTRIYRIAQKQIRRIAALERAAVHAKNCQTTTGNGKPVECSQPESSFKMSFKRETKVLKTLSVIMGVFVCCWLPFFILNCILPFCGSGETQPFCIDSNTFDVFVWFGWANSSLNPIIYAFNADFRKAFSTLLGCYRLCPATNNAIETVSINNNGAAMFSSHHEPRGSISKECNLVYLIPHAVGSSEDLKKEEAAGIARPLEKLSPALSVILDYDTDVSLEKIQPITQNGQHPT
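Compound effects on dopamine-evoked calcium signalling were measured in tetracycline-induced HEK293 Trex D1 cells. Dopamine at EC80 followed a 180 s compound pre-read, and fluorescence was tracked kinetically for 180 s more.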
D1 agonist – activates the human D1 dopamine receptor | P21728 | HEK293 T-REx D1 cells, calcium flux, agonist mode | activation, % at 2 µM | 360,000 tested, 1% active; in the data active means activation above about 30%; further: 0% is about no effect
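Tetracycline-induced HEK293 TREx D1 cells, force-coupled to calcium signalling, were dye-loaded with a no-wash calcium kit. Compound was pin-added after a 10 s baseline. Fluorescence was read kinetically at 1 cycle/s for 180 s, with calcium rises flagged as agonism.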
Vif-APOBEC3F blk – inhibitors of Vif-A3F interaction | HeLa A3F-eYFP + Vif (tagged APOBEC3F with the HIV-1 protein that degrades it), YFP fluorescence increase | Potency, µM (doses to about 46.1 µM), for the others: at the top dose activity, negative = active | 390,000 tested, 0.2% active; further: potency means the concentration at half of the fitted maximal effect; % of control where 0% means no effect; nearly all actives have a fitted effect of over 65% in size
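HeLa cells stably expressing A3F-eYFP plus Vif, plated and incubated overnight at 37 deg C, then exposed to compounds overnight at 37 deg C. Blocked degradation read as raised yellow fluorescence (Ex 488/Em 500-530).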
Glioma ERSR ind – ER stress response induction in glioma | U87-MG GRP78 promoter luciferase reporter, 16 h | Potency, µM, without a hit: at the highest dose activation, most hits filed as activators | 420,000 tested, 0.02% active; further: potency means the concentration at half of the fitted maximal effect; series mostly up to about 76 µM; % of control where 0% means no effect; nearly all actives have a fitted effect of over 35% in size
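Stably transfected U87-MG glioma cells carrying a GRP78-based luciferase sensor; 16 h compound incubation. Luminescence end-point read 10 min after Bright-Glo addition at room temperature.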
RXFP1 antagonist – antagonists of human relaxin receptor RXFP1; HEK293-RXFP1, relaxin-stimulated cAMP HTRF, 30 min; hits give low values; 350,000 tested, 0.59% active; activity change, negative = inhibition, % at 57.5 µM; AID 1259400; Q9HBX9;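 active means activity change of -60% or lower, but not beyond a set lower limit; inconclusive means change between -60% and -40%, or beyond the set limit; inactive means change above -40%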; further: on the % scale 0 is the no-effect control and ±100 the full control effect
D1 potentiator – potentiators of human D1 dopamine receptor; HEK293 TREx D1 cells, calcium flux, dopamine EC20 potentiation; potentiation, % at 10 µM; 360,000 tested, 0.036% active; AID 504651; in the data active means potentiation above about 30%; further: 0% is about no effect
RXFP1 ag – RXFP1 (human) receptor agonism; AID 2676; HEK293T-RXFP1 cAMP TR-FRET, 30 min; response scale: percent of porcine relaxin response, buffer zero; Potency, µM (titrated, usually from 57.5 µM), for inactives: top-dose activation, hits mostly activators; 370,000 tested, 0.3% active; further: potency means the concentration at half of the fitted maximal effect; on the % scale 0 is the no-effect control and ±100 the full control effect; nearly all actives have a fitted effect of over 60% in size; many of its hits are not listed in these tables
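HEK293 cells stably expressing RXFP1, treated 30 min at 37C with compounds plus PDE4 inhibitor Ro 20174; cAMP measured by HTRF TR-FRET. Normalized to buffer and 29 nM porcine relaxin; EC50 by Hill fit.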
D2 potentiator – positive allosteric modulators of human D2 dopamine receptor. HEK293 T-REx D2, calcium flux, EC20 dopamine potentiation. 340,000 tested, 0.34% active. P14416. potentiation, % at 10 µM. AID 485347;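 active means potentiation over 3 SD above the plate norm, cut at about 30% in these data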; further: 0% is about no effect
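Using a no-wash calcium dye in inducible, force-coupled HEK293 Trex cells expressing D2, we tracked fluorescence each second for 180 s after compound, then for 180 s after EC20 dopamine to detect augmented signalling.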
Vif-APOBEC3G blk – blocks the Vif interaction with human APOBEC3G; Q9HC16; Potency, µM (titrated, usually from 46.1 µM), without a hit: at the top dose activity, negative = active, usual class: inhibitors; 410,000 tested, 0.076% active; HeLa A3G-eYFP + Vif (tagged APOBEC3G with the HIV-1 protein that degrades it), YFP fluorescence, overnight;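 further: potency means the concentration at half of the fitted maximal effect; on the % scale 0 is the no-effect control and ±100 the full control effect; nearly all actives have a fitted effect of over 60% in size; hits raise eYFP signal because A3G escapes Vif-driven loss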
Target sequence (Q9HC16 whole entry, looked up): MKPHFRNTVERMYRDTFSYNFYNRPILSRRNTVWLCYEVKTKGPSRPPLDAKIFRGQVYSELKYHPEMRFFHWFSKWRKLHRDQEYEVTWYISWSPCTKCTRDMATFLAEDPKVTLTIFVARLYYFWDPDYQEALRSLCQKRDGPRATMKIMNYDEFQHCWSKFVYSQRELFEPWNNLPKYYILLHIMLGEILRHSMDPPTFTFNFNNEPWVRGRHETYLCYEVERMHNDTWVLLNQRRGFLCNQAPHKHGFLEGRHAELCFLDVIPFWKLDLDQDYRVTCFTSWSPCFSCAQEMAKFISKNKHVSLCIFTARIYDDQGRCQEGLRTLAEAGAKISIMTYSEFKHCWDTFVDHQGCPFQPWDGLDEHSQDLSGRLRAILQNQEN
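Read-out is eYFP fluorescence (Ex 488/Em 500-530) from Vif-expressing HeLa A3G-eYFP cells; more signal means A3G escaped Vif-mediated degradation. Cells plated overnight, compound pinned in, incubated overnight at 37 deg C.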
An asterisk follows results filed as active; ? = inconclusive; nt = not tested or not shown; & = joins results of further samples. Unless noted, the call rests on the fitted dose curve; in most records, active means well fitted curve in the direction sought with a large enough effect; inconclusive means small, poorly fitted or top-dose-only effect, or another doubt; inactive means no such curve, though single readings can be large; an effect the other way counts as inactive or inconclusive.

Under each structure: D1 antagonist	D1 agonist	Vif-APOBEC3F blk	Glioma ERSR ind	RXFP1 antagonist	D1 potentiator	RXFP1 ag	D2 potentiator	Vif-APOBEC3G blk
(1) CC(C)CN(C(=O)c1ccc(Br)o1)C1CCS(=O)(=O)C1 (configuration not stated)
→ 3	0	5%	-4%	-9	11	2.3%	0	-1%
(2) Cc1ccc(S(=O)(=O)/N=C2/C=C(Sc3ncn[nH]3)C(=O)c3ccccc32)cc1
→ 24	6	?	-14%	nt	4	-0.5%	0	?
(3) Cc1cccc(NC(=O)CCn2nc(-c3ccccc3)c3ccccc3c2=O)c1
→ -1	7	1%	-6%	-37	0	6.0%	2	3%
(4) Cc1ccc(-c2c3c(=O)n(C)c(=O)n(C)c3cn2-n2cnnc2)cc1
→ 5	0	-8%	?	-8	-3	5.4%	-6	-17%
(5) O=c1c2ccccc2nc(N/N=C/c2ccccc2)n1O
→ 6	2	2%	1%	-2	3	1.5%	3	0%
(6) O=C1C2C3c4ccccc4C(c4ccccc43)C2c2nc3ccccc3n21 (configuration not stated)
→ 5	3	nt	-3%	7	-5	0.5%	13	-4%
(7) COc1ccc(NC(=S)NCc2ccc3c(c2)OCO3)cc1
→ -30	16	1%	4%	9	-13	1.8%	3	-1%
(8) CCn1c(C(C)NC(=O)Cc2ccccc2)nc2ccccc21 (configuration not stated)
→ -14	2	2%	-6%	4	0	0.4%	5	2%
(9) COc1ccccc1NC(=O)CCNS(=O)(=O)c1ccc2c(c1)CCN2C(C)=O
→ 10	0	-13%	0%	-6	-4	1.7%	10	0%
(10) COc1ccc(NC(=O)C2CCCN(S(=O)(=O)c3cn(C)cn3)C2)cc1Cl (configuration not stated)
→ 7	0	8%	-1%	3	0	0.1%	-1	2%

Following part:
Under each structure: D1 antagonist	D1 agonist	Vif-APOBEC3F blk	Glioma ERSR ind	RXFP1 antagonist	D1 potentiator	RXFP1 ag	D2 potentiator	Vif-APOBEC3G blk
(11) Cc1ccc(N2CCN(C(=O)c3c(C)oc4ncnc(N5CCCCC5)c34)CC2)c(C)c1
→ -5	19	-1%	-4%	nt	16	-1.5%	nt	7%
(12) CNC(=O)COc1coc(CN2CCN(Cc3ccccc3)CC2)cc1=O
→ -3	2	-7%	-1%	9	5	-1.3%	11	-1%
(13) Cc1cc2cc3c(cc2nc1SCC(=O)OC(C)C)OCCO3
→ 16	6	1%	-3%	-3	-1	15%	10	-9%
(14) CC(=O)c1c(C)[nH]c(C(=O)CN2C(=O)NC(C)(c3ccc(C)cc3)C2=O)c1C (configuration not stated)
→ 9	33*	-8%	0%	5	-6	0.4%	nt	-15%
(15) O=C(Cc1ccccc1)NS(=O)(=O)c1ccc(N=NN2CCOCC2)cc1
→ 12	0	17%	4%	1	2	0.6%	-26	-1%
(16) COc1ccc(-n2c(=O)cc(N3CCc4ccccc43)[nH]c2=O)cc1
→ -1	-3	1%	1%	6	-6	2.3%	-2	-1%
(17) O=C(CN1CCN(S(=O)(=O)c2ccc(Cl)s2)CC1)NCc1ccc(Cl)cc1
→ -13	6	-8%	-1%	-2	2	0.2%	nt	0%
(18) Cc1cc(C)c(NC(=O)Cn2c(=O)n(CCC(=O)N3CCc4ccccc4C3)c(=O)c3ccccc32)c(C)c1
→ -5	16	-8%	-5%	nt	0	-1.5%	21	-6%
(19) COC(=O)c1cn(C(=O)c2cc(Cl)ccc2Cl)c2ccccc12
→ 17	1	8%	-1%	-19	3	0.7%	-7	-27%
(20) CCCc1nn(C)c(C(=O)Nc2ccc(C)c(C)c2)c1Cl
→ 1	3	-7%	1%	-38	-1	1.8%	2	-1%

Later entries.
Under each structure: D1 antagonist	D1 agonist	Vif-APOBEC3F blk	Glioma ERSR ind	RXFP1 antagonist	D1 potentiator	RXFP1 ag	D2 potentiator	Vif-APOBEC3G blk
(21) COCCNC(=O)C(c1cccc(OC)c1)N(C(=O)Cn1nnc2ccccc21)c1cccnc1 (configuration not stated)
→ 1	0	-9%	-5%	-4	17	-0.1%	2	1%
(22) CN(C(=O)c1ccc(=O)n(Cc2ccc(Cl)cc2)c1)c1ccccc1
→ -1	3	0%	-5%	-2	-3	1.3%	-7	-1%
(23) COc1ccc(NC(=O)CS(=O)(=O)c2cn(CC(=O)N3CCOCC3)c3ccccc23)cc1OC
→ 7	0	-2%	-5%	-9	-5	-0.8%	nt	0%
(24) Cc1cc(C(=O)N2CCN(c3ccccc3Cl)CC2)c(C)o1
→ nt	nt	-11%	5%	-30	nt	nt	nt	0%
(25) Cc1ccc(F)cc1NC(=O)CSc1nc(-c2cccs2)cc(C(F)(F)F)n1
→ 6	1	-14%	1%	nt	4	7.9%	0	-13%
(26) Cc1cc(C)c(NC(=O)CN2CCC(NC(=O)NC3CCCCC3)CC2)c(C)c1
→ -8	2	nt	nt	nt	0	-0.3%	2	nt
(27) CSc1nc(O)c(C(c2ccc(F)cc2)c2c(O)nc(SC)[nH]c2=O)c(=O)[nH]1
→ nt	nt	?	3%	4	nt	nt	nt	0%
(28) CC(=O)N1CCC(C(=O)Nc2cc(C)cc(C)c2)CC1
→ -27	0	2%	-2%	6	-6	2.1%	-14	1%
(29) NS(=O)(=O)c1ccc(CCNC(=O)c2ccc3nc(Cc4ccccc4)oc3c2)cc1
→ -17	-1	-1%	3%	-13	-2	8.6%	8	1%
(30) CCN(CC)C(=O)Cn1nc(-c2ccncc2)nc1SCC(=O)Nc1ccc(OC)cc1
→ -11	0	-6%	-2%	-39	-7	-0.6%	nt	-1%

Looked up by structure from the entries so far:
Under each structure: D1 antagonist	D1 agonist	Vif-APOBEC3F blk	Glioma ERSR ind	RXFP1 antagonist	D1 potentiator	RXFP1 ag	D2 potentiator	Vif-APOBEC3G blk
(6) O=C1C2C3c4ccccc4C(c4ccccc43)C2c2nc3ccccc3n21 (configuration not stated)
→ 5	3	nt	-3%	7	-5	0.5%	13	-4%
(11) Cc1ccc(N2CCN(C(=O)c3c(C)oc4ncnc(N5CCCCC5)c34)CC2)c(C)c1
→ -5	19	-1%	-4%	nt	16	-1.5%	nt	7%

Going on with the list:
Under each structure: D1 antagonist	D1 agonist	Vif-APOBEC3F blk	Glioma ERSR ind	RXFP1 antagonist	D1 potentiator	RXFP1 ag	D2 potentiator	Vif-APOBEC3G blk
(31) CC(NC(=O)Nc1ccccc1)C(c1cccs1)N1CCN(C)CC1 (configuration not stated)
→ -8	2	0%	-3%	-4	-2	-0.2%	-5	-7%
(32) COc1ccc(NC(=S)N2CCC(C(=O)c3ccc(C)cc3)CC2)cc1
→ -1	3	-3%	-3%	1	-5	0.4%	8	3%
(33) Nc1ccc(Sc2cc(Cl)nc(N)n2)cc1
→ 8	3	nt	nt	nt	0	-0.3%	1	nt
(34) COc1ccc(C2CC(c3ccccc3)=NN2C(=O)COC(=O)c2nc3nc(C)cc(C)n3n2)cc1 (configuration not stated)
→ -14	2	1%	-3%	-16	5	-2.5%	8	0%
(35) O=C(NCc1ccco1)c1ccc2c(c1)N(Cc1c(F)cccc1Cl)C(=O)c1ccccc1S2
→ 3	3	-4%	2%	nt	4	2.3%	1	1%
(36) Cc1sc2ncnc(N3CCN(Cc4ccccc4)CC3)c2c1-c1ccccc1
→ 27	2	0%	-3%	?	7	-0.5%	-21	-3%
(37) COc1cc(NC(=O)C2=CC(c3ccc(F)cc3)=NS(=O)(=O)N2C)cc(OC)c1OC
→ -4	7	3%	-5%	-6	-4	-4.6%	-23	3%
(38) c1ccc(C2NCCNC2c2ccccc2)cc1 (configuration not stated)
→ nt	nt	3%	-5%	-2	nt	nt	nt	-8%
(39) C#CC(CC)(CC)NC(=O)c1ccc(Br)s1
→ 9	1	-2%	-4%	-8	2	1.1%	1	2%
(40) COc1ccc(/C=C/C(=O)N/C(=C\c2ccco2)C(=O)NCCc2nc3ccccc3[nH]2)cc1
→ -2	7	-6%	-2%	-2	2	-2.2%	-6	-7%

(listing goes on)
Under each structure: D1 antagonist	D1 agonist	Vif-APOBEC3F blk	Glioma ERSR ind	RXFP1 antagonist	D1 potentiator	RXFP1 ag	D2 potentiator	Vif-APOBEC3G blk
(41) COc1ccc2cc1Oc1ccc(cc1)C[C@H]1c3cc(c(OC)cc3CCN1C)Oc1c(OC)c(OC)cc3c1[C@H](C2)N(C)CC3
→ -13	9	-7%	-5%&-5%&-4%&-6%&-6%	nt	-8	0.2%	-16	2%&-7%
(42) O=C(Nc1ccccc1)NC1CCN(Cc2c(F)cccc2Cl)CC1
→ 0	3	4%	2%	14	-13	-1.4%	-21	0%
(43) COc1ccc(S(=O)(=O)N2CCC(C(=O)Nc3ccc(Oc4ccccc4)cc3)CC2)cc1
→ -9	5	1%	-2%	2	-4	3.7%	8	7%
(44) O=C(C1CC1)N1CCc2cc(S(=O)(=O)NCCC3=CCCCC3)ccc21
→ 0	14	4%	-4%	2	-6	3.1%	9	0%
(45) CCN1C(=O)c2ccccc2S(=O)(=O)c2ccc(C(=O)NCc3ccc(OC)cc3)cc21
→ -16	8	0%	0%	-8	-3	-0.2%	-7	-2%
(46) O=C(C1=NOC(CNc2ncc(C(F)(F)F)cc2Cl)C1)N1CCOCC1 (configuration not stated)
→ -1	0	2%	-2%	2	-3	-5.4%	3	-7%
(47) CCOC(=O)C1(Cc2cccc(OC)c2)CCCN(C(=O)c2ccccc2C)C1 (configuration not stated)
→ -4	2	9%	5%	-15	-4	-0.1%	-6	3%
(48) COc1ccc2c(c1OC)C(=O)N1C2SC[C@H]1C(=O)NCCC(C)C (some centres not stated)
→ -1	2	8%	-5%	-2	-6	0.0%	-4	3%
(49) O=C(NN=C1CCCCCCC1)c1ccc(F)cc1
→ nt	-1	-17%	3%	-15	-6	0.7%	0	-2%
(50) CCNC(=O)C(=O)NCCc1ccc(Cl)cc1
→ -7	2	-15%	0%	-7	-7	1.4%	4	0%
(51) CCCCNC(=O)C(CC)Sc1nc2ccccc2c(=O)n1CCc1ccc(OC)c(OC)c1 (configuration not stated)
→ -8	-1	4%	-5%	-3	1	-2.8%	6	2%
(52) COc1cc(/C=C2/C(=O)NN(c3ccc(Cl)cc3)C2=O)ccc1OC(=O)c1ccco1
→ -15	0	-23%	-4%	4	-4	3.8%	-3	-20%

Some of the compounds tested; rates above refer to the full screens.
